# TrxR1 substrate: substrates of rat thioredoxin reductase 1; O89049; purified TrxR1 substrate turnover, NADPH consumption readout; Potency, µM (top dose mostly 114 µM), inactives show at the highest dose activity change, negative = substrate turnover; 0.01% of 390,000 active; further: potency means the concentration at half of the fitted maximal effect; on the % scale 0 is the no-effect control and ±100 the full control effect; nearly all actives have a fitted effect of over 50% in size
#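 Rat TrxR1, dispensed at 90 nM, was prereduced with 400 uM NADPH (final) for 5 min at ~22 deg C, then incubated with compound 15 min before 400 uM selenite. A first-read NADPH fluorescence drop versus no-compound background flagged substrates.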
# Glioma ERSR ind: induces the endoplasmic reticulum stress response in human glioma cells; U87-MG GRP78 promoter luciferase reporter, 16 h; Potency, µM, without a hit: at the top dose activation, actives largely listed as activators; 0.02% of 420,000 active; further: potency means the concentration at half of the fitted maximal effect; series mostly up to about 76 µM; % of control where 0% means no effect; nearly all actives have a fitted effect of over 35% in size
#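 ERSR induction read as luciferase luminescence (Bright-Glo, 10 min at room temperature) in stably transfected human U87-MG glioma cells exposed to compounds for 16 h, using GRP78 as sensor.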
# RGS4 inh: human RGS4 inhibition; P49798; 0.039% of 390,000 active; Transcreener GDP fluorescence polarization, RGS4-accelerated GTP hydrolysis; Potency, µM (top dose mostly 114 µM), for the others: top-dose activity change, negative = inhibition, hits mostly inhibitors; further: potency means the concentration at half of the fitted maximal effect; on the % scale 0 is the no-effect control and ±100 the full control effect; nearly all actives have a fitted effect of over 75% in size; some results filed as inactive show a strong effect at the top dose
# Target sequence (P49798 whole entry, looked up): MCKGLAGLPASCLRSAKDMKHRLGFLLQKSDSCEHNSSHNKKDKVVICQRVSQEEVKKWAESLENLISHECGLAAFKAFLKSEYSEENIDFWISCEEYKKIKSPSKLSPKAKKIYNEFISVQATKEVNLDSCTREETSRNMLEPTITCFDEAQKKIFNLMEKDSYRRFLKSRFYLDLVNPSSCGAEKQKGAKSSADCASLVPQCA
#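 MLSMR compounds (23 nl, pin-transferred) preincubated 10 min at room temperature with a 500nM (2x) first reagent, then RGS4 at 900nM (2x) plus Transcreener GDP mix added; fluorescence polarization (620/688 nm) read before and after 90 min at 30 °C.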
# LDHA inh: LDHA (human) enzyme inhibition; 0.15% of 480,000 active; purified LDHA, NADH/diaphorase-resazurin fluorescence; hits give low values; activity change, % (values are at about 110 or 230 µM); P00338; in the data active means activity change below about -30%; inconclusive means mostly about -25% to -30%;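 further: plate controls were DMSO wells for no effect and wells without enzyme for full effect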
#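 LDH5 2 nM; NADH 0.06 mM, pyruvate 0.2 mM; 200 mM Tris pH 7.4, EDTA, Tween-20; 5 min RT. Detection: diaphorase 0.133 mg/mL + resazurin 37 µM, fluorescence ex540/em590 at 0 and 20 min; normalized to enzyme-free and DMSO wells.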
# mIDH1 inhibitor: human IDH1 R132H inhibition; O75874; IDH1-R132H enzyme, NADPH consumption, diaphorase/resazurin fluorescence; Potency, µM (titrated, usually from 76.6 µM), for the others: at the highest dose activity change, negative = inhibition, usual class: inhibitors; 0.093% of 390,000 active; further: potency means the concentration at half of the fitted maximal effect; on the % scale 0 is the no-effect control and ±100 the full control effect; nearly all actives have a fitted effect of over 65% in size
# Target sequence (O75874 whole entry R132H, stated change not applied): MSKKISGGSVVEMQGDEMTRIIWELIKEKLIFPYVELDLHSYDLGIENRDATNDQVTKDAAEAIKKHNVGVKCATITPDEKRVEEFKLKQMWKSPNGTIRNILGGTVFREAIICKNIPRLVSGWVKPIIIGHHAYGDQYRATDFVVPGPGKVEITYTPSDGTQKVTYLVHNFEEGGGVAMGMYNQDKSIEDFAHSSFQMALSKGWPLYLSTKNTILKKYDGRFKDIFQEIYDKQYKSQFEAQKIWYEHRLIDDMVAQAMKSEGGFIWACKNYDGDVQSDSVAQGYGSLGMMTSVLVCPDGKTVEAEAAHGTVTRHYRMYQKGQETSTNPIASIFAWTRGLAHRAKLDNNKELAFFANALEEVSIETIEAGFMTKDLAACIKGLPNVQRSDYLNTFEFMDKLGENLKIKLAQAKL
#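 IDH1-R132H (0.5 ug/mL) preincubated 30 min with compound, then NADPH (0.016 mM) and alpha-KG (2 mM) added; 80 min at RT, pH 7.5. Remaining NADPH coupled via diaphorase/resazurin to fluorescence (540/590 nm); concentration-response curves normalized to no-enzyme control.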
# Vif-APOBEC3G blk: inhibitors of Vif-APOBEC3G interaction. Potency, µM (top dose mostly 46.1 µM), without a hit: at the top dose activity, negative = active, usual class: inhibitors. Q9HC16. 0.076% of 410,000 active. HeLa A3G-eYFP + Vif (tagged APOBEC3G with the HIV-1 protein that degrades it), YFP fluorescence, overnight;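 further: potency means the concentration at half of the fitted maximal effect; on the % scale 0 is the no-effect control and ±100 the full control effect; nearly all actives have a fitted effect of over 60% in size; hits raise eYFP signal because A3G escapes Vif-driven loss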
# Target sequence (Q9HC16 whole entry, looked up): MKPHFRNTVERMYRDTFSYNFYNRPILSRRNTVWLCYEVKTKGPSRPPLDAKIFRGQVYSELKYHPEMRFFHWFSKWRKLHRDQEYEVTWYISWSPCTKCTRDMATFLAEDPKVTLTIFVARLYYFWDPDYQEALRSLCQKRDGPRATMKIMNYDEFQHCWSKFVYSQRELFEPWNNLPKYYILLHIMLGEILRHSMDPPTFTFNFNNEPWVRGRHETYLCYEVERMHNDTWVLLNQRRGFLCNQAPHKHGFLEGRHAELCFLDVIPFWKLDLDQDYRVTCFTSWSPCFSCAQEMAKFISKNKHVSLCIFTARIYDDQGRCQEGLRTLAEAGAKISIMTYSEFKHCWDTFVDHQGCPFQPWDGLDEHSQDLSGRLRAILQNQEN
#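 HeLa cells stably expressing Vif and C-terminally eYFP-tagged A3G, seeded overnight at 37 deg C, then exposed to compound by pintool overnight at 37 deg C. Rise in yellow fluorescence (Ex 488/Em 500-530, Acumen) marks blocked Vif-driven A3G degradation.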
# TrxR1 inh: inhibitors of rat thioredoxin reductase 1; recombinant rTrxR1, NADPH fluorescence consumption, selenite substrate; AID 588453; 1% of 390,000 active; O89049; Potency, µM (titrated, usually from 114 µM), for the others: at the top dose activity change, negative = inhibition, usual class: inhibitors; further: potency means the concentration at half of the fitted maximal effect; on the % scale 0 is the no-effect control and ±100 the full control effect; nearly all actives have a fitted effect of over 65% in size
#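 Rat TrxR1 (90 nM in the dispensed reagent) was pre-reduced with 400 uM NADPH for 5 min at room temperature, then incubated with compound for 15 min. After 400 uM selenite was added, NADPH fluorescence (Ex 340/Em 450 nm) was followed for 8 min.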
# Vif-A3F inh: blocks the Vif interaction with APOBEC3F; 0.2% of 390,000 active; Potency, µM (highest dose often 46.1 µM), inactives show at the highest dose activity, negative = active; HeLa A3F-eYFP + Vif (tagged APOBEC3F with the HIV-1 protein that degrades it), YFP fluorescence increase; further: potency means the concentration at half of the fitted maximal effect; % of control where 0% means no effect; nearly all actives have a fitted effect of over 65% in size
#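 Fluorescence increase (Ex 488/Em 500-530) after overnight compound treatment at 37 deg C flags inhibition of Vif-driven A3F-eYFP loss in stable HeLa A3F-eYFP/Vif cells seeded overnight beforehand.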
# USP1-UAF1 inh: USP1/UAF1 (human) deubiquitinase inhibition; O94782; recombinant USP1/UAF1, Ub-Rhodamine cleavage fluorescence; Potency, µM (titrated, usually from 57.1 µM), inactives show top-dose activity change, negative = inhibition, actives largely listed as inhibitors; 0.23% of 390,000 active; further: potency means the concentration at half of the fitted maximal effect; on the % scale 0 is the no-effect control and ±100 the full control effect; nearly all actives have a fitted effect of over 60% in size; inactives centre near -12
#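 1 nM enzyme complex + cpd, 15 min RT; start with Ub-Rho 150nM final; kinetic fluorescence ex 480/em 540, 6 reads q60 s. Buffer 50mM HEPES pH 7.8, 0.5mM EDTA, 0.1 mg/ml BSA, 1mM TCEP, 0.01% Tween-20.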
# An asterisk follows results filed as active; u = inconclusive; x = not tested or not shown; & = joins results of further samples; [ ] = another dose, or the depositor's remark. Unless noted, the call rests on the fitted dose curve; in most records, active means well fitted curve in the direction sought with a large enough effect; inconclusive means small, poorly fitted or top-dose-only effect, or another doubt; inactive means no such curve, though single readings can be large; an effect the other way counts as inactive or inconclusive.
SMILES,TrxR1 substrate,Glioma ERSR ind,RGS4 inh,LDHA inh,mIDH1 inhibitor,Vif-APOBEC3G blk,TrxR1 inh,Vif-A3F inh,USP1-UAF1 inh
CC1(C)Cc2c(cnn2-c2cccc(F)c2)C(NC(=O)CCc2cnccn2)C1 (stereo not drawn),6%,3%,-53%,1,0%,-5%,21%,0%,-19%
O=C(c1cccc(C(F)(F)F)c1)N1CCN(CCc2ccccc2)CC1,2%,-2%,4%,-2,7%,-1%,-4%,0%,-21%
CCCCSc1nnc(-c2ccc(C)cc2)c2ccccc12,-9%,2%,-27%,0,5%,-1%,-8%,-4%,u
CCn1cc(C(=O)NCCc2ccc(C)cc2)c(=O)c2cc(S(=O)(=O)N3CCC(C)CC3)ccc21,-2%,1%,12%,-3,1%,3%,33%,-3%,-11%
COc1ccc(CC(=O)OCn2nnc3ccccc3c2=O)cc1,-4%[57.1 µM],-6%,-22%,1,4%,1%,21%[57.1 µM],-13%,-15%
COc1ccc(-c2cn3ccc(C)cc3n2)cc1,50%[activator],-14%,5%,-8,14%,0%,17%,0%,-3%
Cc1ccc(-n2nc3c(=O)n(C(C)C(=O)NCc4ccccc4Cl)nc(C)c3c2C)cc1 (stereo not drawn),1%,-5%,-4%,-2,-7%,0%,22%,1%,-23%
COc1ccc(C(=O)NCC(=O)N2CCCC(C(F)(F)F)C2)cc1OC (stereo not drawn),0%,-2%,11%,-1,3%,0%,2%,-9%,-19%
CCOc1cc(NC(=O)c2cccs2)c(OCC)cc1NC(=O)c1ccco1,-2%,-3%,-32%,0,0%,-1%,-8%,-6%,-2%
O=[N+]([O-])c1ccc(Cl)c(/C=N/Nc2nc(N3CCOCC3)nc(N3CCOCC3)n2)c1,-7%,-4%,-7%,-5,0%,-6%,-9%,-7%,-7%
O=C(CCSc1nc(-c2ccco2)cc(C(F)(F)F)n1)NCCN1CCOCC1,5%[57.1 µM],-2%,18%,-6,-5%,-1%,16%[57.1 µM],9%,-16%
Cc1cc(C(C)(C)CC(C)(C)C)ccc1OCCOCC[N+](C)(C)Cc1ccccc1,-2%,-8%&-12%&-11%&-5%,-29%,7,-6%,3%,2%,6%,-25%
Cc1ccc(C(=O)NC2CCN(C(=O)NC3CCCCC3)CC2)cc1,8%,1%,-9%,-2,1%,-2%,-9%,9%,1%
CCC(CO)Oc1cc(NCc2cccnc2)c2ncn(C(C)C)c2c1 (stereo not drawn),-7%,2%,-39%,23,-4%,4%,u,1%,-23%
COc1cc([C@H]2[C@@H]3CCCC[C@]3(O)CCN2Cc2ccccc2F)ccc1O,1%[57.1 µM],-4%,-8%,-2&-4,-6%,2%,5%[57.1 µM],9%,-5%
CCCc1nnc(NC(=O)c2cc(=O)c3cc(Cl)ccc3o2)s1,3%,-2%,-13%,-1,-3%,2%,10%,-6%,5%
O=C(O)Cn1c(=O)c2c3c(sc2n(Cc2ccccc2)c1=O)CCCC3,0%,-4%,-7%,1,-4%,0%,12%,-20%,-21%
CCOc1cc(-c2c(C#N)c(N)nc3c2CCc2ccccc2-3)ccc1O,22%,-4%,-17%,-3,-13%,-13%,-9%,0%,-25%
Cc1c(NC(=O)c2ccc3c(c2)C(=O)N(Cc2ccco2)C3=O)cccc1C(=O)O,3%,-5%,-21%,-7,9%,1%,-1%,-9%,-5%
COc1ccc2ncccc2c1Cc1c(OC)ccc2ncccc12,-4%[57.1 µM],-4%,-7%,-5,5%,-1%,-19%[57.1 µM],-9%,-6%
CCC(=O)N1CCc2cc(CNS(=O)(=O)c3cc(OC)ccc3OC)ccc21,15%[0.457 µM],-4%,28%,-5,-13%,6%,23%[0.457 µM],-6%,-9%
C[C@@H]1CN([C@H](C)CO)C(=O)c2cc(Br)cnc2O[C@H]1CN(C)C(=O)CC1CC1,x,-4%,x,-1,1%,-2%,x,4%,-6%
O=C(Cn1c(=O)n(-c2ccccc2)c(=O)c2ccc(C(=O)NCc3ccc4c(c3)OCO4)cc21)Nc1ccc(F)c(Cl)c1,7%,-1%,14%,-2,-3%,0%,-3%,7%,-12%
Cc1c(/C=C/C(=O)c2ccccc2)cnn1C,-3%,-2%,10%,-5,1%,0%,-11%,1%,-9%
CCC1(c2ccc(F)cc2)NC(=O)N(CC(=O)NCc2ccccc2Cl)C1=O (stereo not drawn),-7%,-5%,-16%,-3,-3%,-6%,9%,7%,-12%
COc1ccc(/C=C/C(=O)NC(=S)NNC(=O)c2cccs2)cc1OC,4%,-1%,-28%,-5,-1%,2%,9%,6%,-18%
O=C(CSc1nc2ncc(Cl)cc2[nH]1)NC1CCS(=O)(=O)C1 (stereo not drawn),8%[57.1 µM],1%,-4%,1,4%,-6%,33%[57.1 µM],0%,-11%
CC(=O)C1=C(O)C(=O)N(CCCn2ccnc2)C1c1ccc(Br)cc1 (stereo not drawn),-2%,-5%,9%,-4,5%,1%,4%,-11%,-15%
Cc1ccc(S(=O)(=O)Nc2ccc(C(=O)NCc3cccnc3)cc2)cc1,-7%,-3%,-12%,-4,-2%,0%,-11%,0%,-13%
Cc1cc(C)nc(SCc2nnc(SCC(=O)O)n2-c2ccccc2)n1,3%,2%,-8%,-4,-2%,1%,22%[57.1 µM],6%,u
COc1ccc(C2CC(c3ccc4ccccc4c3)=NN2C(=O)CSc2ncccn2)cc1 (stereo not drawn),29%,2%,4%,-3,4%,-2%,0%,5%,-5%
Cc1cc(SCC(=O)NCc2ccccc2Cl)nc(=O)[nH]1,4%[57.1 µM],0%,-2%,3,-5%,0%,21%[57.1 µM],3%,u
Cc1ccc(CCNS(=O)(=O)c2cc3c(cc2C)n(C)c(=O)c(=O)n3C)cc1,12%[57.1 µM],-3%,0%,-11,-1%,1%,10%[57.1 µM],-1%,-10%
CCOC(=O)c1sc(NC(=O)CCN2CCN(C)CC2)c(C(=O)OCC)c1C,4%[57.1 µM],-4%,-9%,-13,-6%,3%,4%[57.1 µM],12%,-14%
CC1CC=CC2C1C(=O)N(Cc1ccccc1)C2c1cccc([N+](=O)[O-])c1 (stereo not drawn),-4%,9%,-9%,x,x,3%,3%,x,x
Cc1ccc(NC(=O)CCNC(=O)Cn2cnc3ccccc3c2=O)cc1F,2%,-3%,14%,-9,1%,-7%,10%,13%,-20%
CCCCC(=O)C1CCN(Cc2ccccc2)CC1,8%[57.1 µM],-5%,3%,-4,0%,-3%,4%[57.1 µM],2%,-16%
CC1Nc2ncnc(N3CCOCC3)c2N(Cc2ccc(Cl)cc2)C1=O (stereo not drawn),6%,-5%,-14%,-11,-4%,-16%,5%,-11%,2%
CO/N=C/NC(=O)C1=NOC(CNc2ncc(C(F)(F)F)cc2Cl)C1 (stereo not drawn),-10%,1%,-9%,-2,4%,5%,-11%,2%,-8%
O=c1ccc(Oc2nc(N3CCOCC3)nc(N3CCOCC3)n2)n[nH]1,-7%,-2%,5%,-1,-2%,-3%,1%,-10%,-1%
NC(=O)[C@@H]1CCCN1C(=O)c1ccc2nc(Cc3ccccc3F)oc2c1,3%,8%,31%,-3,-10%,-4%,17%,2%,-14%
Cc1cc(S(=O)(=O)N2CCC(NC(=O)C34CC5CC(CC(C5)C3)C4)CC2)ccc1-n1cnnn1,0%,-3%,4%,-6,-1%,-7%,15%,-6%,-3%
Cc1ccc(-n2c(SCC(=O)NCc3ccccc3)nc3c([nH]c4ccccc43)c2=O)cc1,4%,0%,0%,-12,-15%,5%,8%,-15%,-8%
O=C(NCc1ccco1)c1cc(-c2ccccc2)on1,-1%,11%,-8%,-2,4%,2%,-8%,-5%,0%
O=C1CCCC1C(=O)Nc1ccc2ccccc2c1 (stereo not drawn),-7%,7%,-1%,-8,-16%,-23%,6%[57.1 µM],0%,-15%
COc1cc2c(NC3CCN(C)CC3)nc(N3CCCN(C)CC3)nc2cc1OCCOCCN(C)C,91%[activator],-2%,x,6,x,4%,u,x,x
CN1CCc2c(sc3c2C(=O)NC(/C=C\c2ccccc2)N3)C1 (stereo not drawn),38%,1%,-35%,3,3%,-13%,u,u,u
CCC(=O)NC(C)c1cc(Cl)c2cccnc2c1O (stereo not drawn),0%,-4%,0%,1,x,u,14%,u,x
COc1ccc(O)c(/C=c2/sc3nc4cc(C)c(C)cc4n3c2=O)c1,13%[57.1 µM],-3%,-15%[11.4 µM],-9,-9%,-17%,26%[57.1 µM],-8%,-17%
CC1CCCN(c2oc(-c3cccc4ccccc34)nc2C#N)C1 (stereo not drawn),38%[activator],-2%,2%,4,2%,2%,64%[activator],-3%,-3%

# High-throughput results as filed in PubChem BioAssay.

# Some of the compounds tested (hit frequency here may not be typical).
